# Compound activity deposited in PubChem BioAssay by several laboratories.
# Dengue-2 NS5 capping: Dengue-2 NS5 methyltransferase inhibitors, primary screen, biochemical, confirmation dose response (AID 588689); Genome polyprotein (Dengue virus type 2 (strain 16681-PDK53)); 340,000 tested, 0.3% active; inhibition, % at 25 µM, or IC50 in µM where a hit was titrated; Dengue-2 NS5 methyltransferase capping enzyme assay, biochemical; higher % means a stronger effect; in the data active means a potency from the dose series; inconclusive means inhibition above about 29% without an active follow-up result
# GPR35 antagonists: GPR35 antagonists blocking zaprinast-driven arrestin recruitment, primary screen, imaging, U2OS, beta-arrestin-GFP, zaprinast agonist (AID 2058); G-protein coupled receptor 35 (Homo sapiens); U2OS GPR35 beta-arrestin-GFP translocation imaging, zaprinast antagonism; higher % means a stronger effect; one-dose inhibition, % at 10 µM; IC50 in µM for titrated hits; 290,000 tested, 0.052% active;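 active means inhibition of at least 50% with at least 30 cells and total cytoplasm GFP at most 10,000,000; inconclusive means under 30 cells or total GFP of 10,000,000 plus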
# RSV CPE inhibition: RSV antiviral activity via CPE protection, HEp-2 cells, primary 10 µM value included (AID 2391). HEp-2 cells, RSV-induced CPE inhibition; higher % means a stronger effect. CPE inhibition, % at 10 µM; hits with a dose series show IC50 in µM. 310,000 tested, 0.13% active; in the data active means a potency from the dose series; inconclusive means CPE inhibition mostly from about 23% at the one dose, without a potency; inactive means the rest, 99 in 100 with CPE inhibition below about 21%; further: strong numbers were not always called active
# PhoP inhibition: inhibitors of PhoP regulon expression, primary screen, Salmonella Typhimurium, GFP reporter (AID 1863) | inhibition, % at 50 µM; hits with a dose series show IC50 in µM | 300,000 tested, 0.16% active | S. Typhimurium PhoP-regulated promoter GFP reporter, 4 h; higher % means a stronger effect;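 active means inhibition over 29.93%, a cutoff 3 SD above the screen mean, later confirmed by dose response; inconclusive means inhibition over 29.93% but no dose response follow-up; inactive means inhibition at most 29.93% or unconfirmed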;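 further: 0% = low Mg2+ inducing control and 100% = high Mg2+ repressing control; strong numbers were not always called active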
# HIV peptide binding: inhibitors of HIV fusion peptide binding, primary screen, biochemical, uHTS, fluorescence dequenching (AID 1986); cell-free peptide binding, fluorescence dequenching, 30 min; higher % means a stronger effect; 290,000 tested, 0.3% active; inhibition, % at 20 µM, or IC50 in µM where a hit was titrated; in the data active means inhibition mostly above about 52%, no sharp cut-off; inactive means mostly below about 76%; further: some results filed as inactive read as strong as hits
# K1F lysis inhibition: inhibition of K1F phage lysis, E. coli UTI89, bacterial capsule biogenesis inhibitors, alamar blue (AID 488966); E. coli UTI89 K1F phage lysis, alamar blue, 2 h; higher % means a stronger effect; inhibition, % at 100 µM, or IC50 in µM where a hit was titrated; 340,000 tested, 0.02% active;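 active means phage lysis inhibition, versus mean bacterial control, above a set limit; inconclusive means no clear call, values can overlap the other calls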;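 further: capsule biogenesis inhibitors block K1F phage lysis so surviving cells raise fluorescence; higher fluorescence means more inhibition of phage lysis; actives were called in the ten point dose series up to 300 µM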
# SV40 large T antigen: SV40 large T antigen inhibitors, biochemical (AID 1903) | SV40 large T antigen ATPase/helicase inhibition assay; higher % means a stronger effect | inhibition, % at 20 µM; hits with a dose series show IC50 in µM | 310,000 tested, 0.39% active; in the data active means a potency from the dose series; inconclusive means inhibition mostly from about 32% at the one dose, without a potency; inactive means the rest, 99 in 100 with inhibition below about 32%; further: strong numbers were not always called active
# MgcRacGAP inhibition: MgcRacGAP GTPase-activating activity inhibitors, confirmation, biochemical, ADP Hunter fluorescence | inhibition, % at 30 µM; hits with a dose series show IC50 in µM | AID 624330, 2012 | MgcRacGAP-stimulated Rac1 GTP hydrolysis, ADP Hunter fluorescence; higher % means a stronger effect; GST-tagged Rac1 F28L mutant substrate | Rac GTPase-activating protein 1 (Homo sapiens) | 340,000 tested, 0.6% active;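 active means first-screen hits whose inhibition reached a set limit at any dose in the follow-up dose series; inconclusive means inhibition above the set first-screen limit but never retested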;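 further: fluorescence reports GDP produced by GAP-driven GTP hydrolysis; strong numbers were not always called active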
# GPR55 LPI antagonism: GPR55 antagonists blocking LPI-driven arrestin recruitment, primary screen, imaging, U2OS, beta-arrestin-GFP, LPI agonist (AID 2013); G-protein coupled receptor 55 (Homo sapiens); U2OS GPR55 beta-arrestin-GFP translocation imaging, LPI antagonism; higher % means a stronger effect; one-dose inhibition, % at 10 µM; IC50 in µM for titrated hits; 290,000 tested, 0.13% active;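 active means spots per cell inhibited over 60%, with over 100 cells counted and total cytoplasm intensity under 500,000; inconclusive means wells with under 100 cells, flagged as likely toxic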;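 further: U2OS cells stably carrying GPR55 and arrestin-GFP stimulated by 5 µM LPI near EC80; imaged beta-arrestin-GFP aggregate spots per cell after agonist stimulation; plate controls were LPI-stimulated DMSO wells for no effect and DMSO wells without LPI for full effect; some results filed as inactive read as strong as hits; confirmed hits need IC50 under 10 µM and bright autofluorescent wells are also inconclusive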
# Dengue-2 NS5 capping pilot replicate: second read-out of Dengue-2 NS5 capping, no call of its own (marks repeat the call); inhibition, %; measured here: pilot screen replicate inhibition
# * marks the source's active call; other numbers are inactive results; ? = inconclusive; . = no result given; [ ] = another dose, or the depositor's remark.
SMILES,Dengue-2 NS5 capping,GPR35 antagonists,RSV CPE inhibition,PhoP inhibition,HIV peptide binding,K1F lysis inhibition,SV40 large T antigen,MgcRacGAP inhibition,GPR55 LPI antagonism,others
O=C(NNC(=O)c1ccc(F)cc1F)c1ccc(-n2cnnn2)cc1,0%,10%,3.8%,1%,0.9%,0.2%,25%,1%,-1%,
CCc1c(O)nc(SC2CC(=O)N(c3ccccc3)C2=O)[nH]c1=O (centres undefined),3%,3%,2.1%,4%,-1.3%,0.3%,0%,12%,0%,
CCc1cccc(Nc2cnn(C34C[C@@H]5C[C@@H](CC(CC(=O)O)(C5)C3)C4)c(=O)c2Cl)c1,.,32%,1.0%,-3%,3.8%,0.1%,7%,7%,8%,
CC(C)(C)NC(=O)Cc1ccc(S(=O)(=O)N2CCCC2)s1,-6%,-6%,4.7%,-10%,7.6%,-0.7%,-7%,-2%,-3%,
CCOc1ccc(NC(=O)CN2CCN(CC(=O)Nc3ccc(F)cc3)CC2)cc1,-7%,-5%,1.4%,-3%,0.4%,0.6%,3%,7%,22%,
CCOC(=O)CNC(=O)Cc1ccc(Cl)cc1,0%,12%,0.5%,-7%,1.5%,0.6%,5%,7%,0%,
O=[N+]([O-])c1ccccc1S(=O)(=O)N1CCN(Cc2ccsc2)CC1,.,-2%,1.0%,-2%,0.1%,.,2%,.,1%,
Cc1ccc(Cn2ccc(NC(=O)c3c(-c4ccccc4Cl)noc3C)n2)cc1,-4%,-15%,0.0%,-9%,-1.2%,-0.4%,5%,0%,-1%,
Cc1c(Cl)cnc(NC(=O)COC(=O)CCS(=O)(=O)c2ccccc2)c1Cl,2%,12%,1.0%,-3%,-2.7%,8.8%,-5%,9%,-11%,
Cn1c(=O)c2c(-c3ccccc3)n(N3CCOCC3)cc2n(C)c1=O,2%,20%,0.2%,-9%,0.0%,0.8%,7%,5%,13%,
OC(c1cc(C(F)(F)F)nc2c(Cl)cc(Cl)cc12)C1CCCCN1 (centres undefined),-3%,2%,48%,101µM*,0.7%,1.9%,4%,5%,13%,
COc1ccc(-c2nc(O)c3cnccn23)cc1,-7%,-2%,1.5%,0%,2.0%,4.3%,24µM*,25%,7%,
CC(=O)Nc1ccc(S(=O)(=O)NCCC(=O)OCC(=O)c2ccccc2)cc1,-2%,.,-1.1%,-3%,.,1.1%[50 µM],-2%,5%,.,
CCC(=O)Nc1ccc(N2CCCCC2)c(C(=O)Nc2ccccc2C)c1,-2%,0%,1.3%,-3%,-3.2%,-0.8%,1%,9%,6%,
COc1ccc(/C=N/NC(=O)c2ccoc2C)cc1CN1CCN(c2ccc(F)cc2)CC1,-3%,12%,0.1%,7%,-0.7%,0.1%,1%,9%,0%,
COc1ccc(-c2c(NC(=O)c3ccco3)oc3c(C)cccc3c2=O)cc1,12%,-26%,-1.5%,-7%,-0.2%,0.4%,9%,10%,10%,
O=C(NCC(c1cccs1)N1CCOCC1)C1CCN(S(=O)(=O)c2ccccc2C(F)(F)F)CC1 (centres undefined),5%,-2%,2.0%,-4%,1.2%,0.5%[50 µM],3%,7%,-7%,
O=C(Nc1cccc(F)c1)C1CCN(C(=O)c2ccco2)CC1,-12%,8%,1.1%,14%,-0.9%,0.4%,9%,-7%,7%,
C=CCOc1ccccc1CNCCc1ccc(S(N)(=O)=O)cc1,-9%,-5%,-1.1%,5%,0.2%,1.1%,4%,7%,5%,
Cc1ccc(-c2cn3cccnc3n2)cc1NC(=O)c1ccc(Br)o1,-1%,-5%,0.8%,3%,-0.1%,1.1%,-4%,10%,4%,
CCC(C)C(NC(=O)OC(C)(C)C)C(=O)NC(CC(C)C)C(N)=O (centres undefined),-2%,-4%,0.5%,-3%,1.6%,0.7%,27%,-3%,-3%,
O=S(=O)(NCC1CCCO1)c1cc(Cl)ccc1Cl (centres undefined),-1%,1%,-1.2%,-5%,0.2%,4.6%,8%,3%,0%,
N#C[C@@H]1[C@@H]2C(=O)N(c3ccc4c(c3)OCCO4)C(=O)[C@@H]2C2c3ccccc3C=CN21 (some centres undefined),.,-7%,1.8%,1%,23%,.,12%,.,7%,
COc1cccc(C2N(c3ccc(Cl)c(Cl)c3)C(=O)C3CCCN32)c1OC (centres undefined),-6%,7%,-0.7%,3%,-1.5%,4.9%,-2%,5%,30%,
COC(=O)/C(=C1/Oc2cc(C)oc(=O)c2S1)C(F)(F)F,1%,2%,-3.4%,-10%,3.2%,2.0%,11%,25%,-5%,
O=C(C1CCN(S(=O)(=O)N2CCOCC2)CC1)N1CCN(c2ccccc2F)CC1,-7%,-6%,2.8%,4%,0.0%,-2.1%,6%,-5%,1%,
Cc1nn(Cc2c(Cl)cccc2Cl)c(C)c1NC(=O)c1cn(-c2ccccc2)nc1-c1ccccc1,0%,4%,-2.5%,11%,-4.0%,0.3%,4%,6%,-4%,
COc1cccc(C(=O)NNC(=O)Cc2ccc(Cl)cc2)c1,-19%,-2%,1.6%,-6%,-1.5%,0.5%,13%,6%,-4%,
C/C=C/C=[N+](\[O-])C(C)/C(=N/O)c1ccc(F)cc1 (centres undefined),-9%,-9%,2.2%,-4%,-1.1%,0.2%,16%,-3%,-6%,Dengue-2 NS5 capping pilot replicate=-3.2
CC(=O)c1c(C)[nH]c(C(=O)OCC(=O)Nc2ccccc2Cl)c1C,-13%,-18%,-0.7%,-9%,1.9%,0.8%,3%,2%,10%,
CC(C)(O)C#Cc1ccc(C(=O)N2CCN(c3ccccc3)CC2)cc1,1%,-8%,1.1%,-2%,2.2%,0.3%,20%,-1%,11%,
CCOc1ccc(CN(C)C(=O)CCN2C(=O)c3ccccc3C2=O)cc1OC,-6%,13%,4.2%,-1%,0.3%,0.3%,4%,6%,-5%,
CN=c1scc(-c2ccc(Br)cc2)n1C,-5%,3%,0.9%,9%,0.7%,0.8%,7%,7%,2%,
CC1(C2CC2)NC(=O)N(CC(=O)N2CCN(c3ccccc3)CC2)C1=O (centres undefined),-4%,.,4.0%,.,.,1.1%[50 µM],.,2%,.,
COc1ccc(C(=O)NC(C)CCc2ccccc2)cc1[N+](=O)[O-] (centres undefined),-4%,-8%,5.9%,-4%,-0.6%,0.2%,5%,8%,-15%,
Cc1ccc(C(=O)Nc2nc(-c3ccccc3)c(-c3ccccc3)o2)cc1,-3%,-7%,8.0%,-3%,0.8%,0.4%,5%,6%,21%,
O=C(Cn1cc(S(=O)(=O)Cc2ccc([N+](=O)[O-])cc2)c2ccccc21)N1CCOCC1,6%,2%,1.0%,-3%,-1.0%,0.4%,12%,9%,10%,
COCc1nnc(SCC(=O)NCc2ccccc2)n1-c1ccccc1,2%,1%,2.1%,3%,0.8%,0.9%[50 µM],1%,4%,7%,
COc1cc(/C=N\Nc2nc(-c3ccc(C)cc3)c(NC(C)=O)s2)ccc1O,11%,53%,-0.1%,-8%,-1.8%,0.8%,36%,18%,-1%,
Cc1ccc(SCC(=O)OC(C)C(=O)Nc2ccc(S(N)(=O)=O)cc2)cc1C (centres undefined),-4%,.,0.3%,2%,.,0.6%[50 µM],7%,11%,.,
O=C(c1cc2cc(Cl)ccc2[nH]1)N1CCN(Cc2ccc3c(c2)OCO3)CC1,-9%,-10%,17%,-7%,1.2%,0.9%,15%,1%,-13%,
S=C(c1ccc(-c2cc(Cl)ccc2Cl)o1)N1CCCCC1,-2%,-7%,45%,-15%,-1.1%,-2.2%,-2%,-1%,-2%,
CCc1ccc(NC(=O)CNC(=O)c2nn(-c3ccc(OC)cc3)c(=O)c3ccccc23)cc1,-5%,5%,1.6%,6%,0.2%,0.3%,3%,4%,-3%,
CCOc1ncccc1C(=O)N1CCN(C(c2ccccc2)c2ccccc2)CC1,-3%,10%,10%,9%,-0.7%,-3.6%,3%,5%,9%,
O=C(Nc1cccc(F)c1)C1CCN(C(=O)c2ccc(Cl)cc2)CC1,4%,-10%,6.3%,9%,-1.6%,6.4%[50 µM],0%,5%,6%,
C#CCOCCOCCOCCNc1nc(N2CCN(C(=O)CCCCCCCCCCNC(=O)[C@H]([C@@H](C)CC)n3cc(CCCCN=C(N)N)nn3)CC2)nc(N2CCN(C(=O)CCCCCCCCCCNC(=O)[C@H](CO)n3cc(CCCSC)nn3)CC2)n1,1%,.,54%,5%,.,-1.1%,13%,10%,.,
CCOc1ccc2nc(SCC(=O)N3CCCc4ccccc43)sc2c1,-3%,3%,?,-6%,-1.3%,13%,-1%,3%,-4%,
CS(=O)(=O)c1cccc(C(=O)Nc2ccc(-c3nc4ccccc4[nH]3)cc2)c1,-2%,15%,?,5%,-1.1%,0.5%,-1%,6%,-2%,
Cc1[nH]nc2c1C(c1ccc(O)cc1)C1=C(CC(C)(C)CC1=O)N2 (centres undefined),5%,2%,-0.9%,3%,-0.1%,-2.2%,7%,3%,14%,
Cc1onc(-c2ccccc2Cl)c1C(=O)Nc1ccccc1N1CCOCC1,-3%,8%,3.3%,-2%,0.0%,0.7%,8%,14%,3%,
NS(=O)(=O)c1cccc(NC(=O)CCCC2CCCCC2)c1,2%,9%,6.9%,-1%,-1.0%,-0.7%,7%,-5%,5%,
CCC1CCCCN1CCCNC(=O)CS(=O)Cc1nc(-c2ccc(OC)c(OC)c2)oc1C (centres undefined),-2%,29%,-1.5%,1%,-0.3%,0.0%,6%,7%,-2%,
CCCNC(=O)C(Cc1ccccc1C)NC(=O)c1ccc(C#N)cc1 (centres undefined),4%,.,0.9%,.,.,0.7%,.,2%,.,
COc1ccc(C2=NN(C(=O)CCCC(=O)O)C(c3cccs3)C2)cc1OC (centres undefined),-6%,14%,-1.6%,2%,0.3%,1.4%,3%,3%,-2%,

# Looked up one by one from the entries so far:
SMILES,Dengue-2 NS5 capping,GPR35 antagonists,RSV CPE inhibition,PhoP inhibition,HIV peptide binding,K1F lysis inhibition,SV40 large T antigen,MgcRacGAP inhibition,GPR55 LPI antagonism,others
NS(=O)(=O)c1cccc(NC(=O)CCCC2CCCCC2)c1,2%,9%,6.9%,-1%,-1.0%,-0.7%,7%,-5%,5%,
CCOc1ncccc1C(=O)N1CCN(C(c2ccccc2)c2ccccc2)CC1,-3%,10%,10%,9%,-0.7%,-3.6%,3%,5%,9%,
